Bioassay records: PubChem, several laboratories
PLC-gamma1 inh: blocks human PLC-gamma1 enzyme activity | 370,000 tested, 0.84% active | P19174 | inhibition, % at 12.2 µM | purified PLC-gamma1, fluorogenic substrate, fluorescence; in the data active = inhibition above about 9.5%
hgDAF12 agonist: activates the H. glycines DAF-12 receptor ligand-binding domain. HEK293 GAL4-hgDAF12 UAS-luciferase reporter, agonist luminescence; normalized to butyrate control. activation, % at 6.8 µM. 370,000 tested, 1.8% active;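 active = activation above a cutoff set at the mean of all screened compounds plus 3 SD, cut at about 10% in these data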;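 also: 0% = DMSO wells and 100% = sodium butyrate wells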
DAX1 inh-1: inhibits human nuclear receptor DAX1 | P51843 | HEK293 Gal4-DAX1 luciferase reporter, luminescence | inhibition, % at 6.75 µM | 340,000 tested, 0.99% active | AID 504766;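 active = inhibition above the mean over all tested compounds plus 3 SD, cut at about 4.2% in these data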;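 also: 0% = DAX1-transfected cells with DMSO and 100% = empty-vector control cells with DMSO; inhibition shows as a rise in luminescence from relieved DAX1 repression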
Target sequence (P51843 207-470 limits assumed): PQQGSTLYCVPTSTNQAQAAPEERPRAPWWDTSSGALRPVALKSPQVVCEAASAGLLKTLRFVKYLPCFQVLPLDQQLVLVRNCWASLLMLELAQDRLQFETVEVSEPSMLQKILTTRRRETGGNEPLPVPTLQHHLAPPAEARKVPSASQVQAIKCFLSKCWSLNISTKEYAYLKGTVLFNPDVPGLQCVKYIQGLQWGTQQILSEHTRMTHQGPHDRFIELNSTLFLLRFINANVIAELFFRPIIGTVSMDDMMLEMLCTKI
SMARCA2 activ: SMARCA2 function activation, primary screen; AID 652017; MG213 cells, MMTV-luciferase reporter, dexamethasone, overnight; activation, % at 9.1 µM; 370,000 tested, 1% active; in the data active = activation above about 7.8%;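 also: 0% = vehicle wells and 100% = reference activator wells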
hcDAF-12 act: H. contortus DAF-12 activation, primary screen | HEK293 hcDAF-12 lit1-tk-luc reporter, luminescence; 0% DMSO, 100% Δ7-dafachronic acid | activation, % at 6.8 µM | 370,000 tested, 1.4% active;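 active = activation above the mean of all tested compounds plus 3 SD, cut at about 5.5% in these data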;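 also: 100% = response to 3 µM Δ7-dafachronic acid high control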
Rev-erbA mod: modulators of human Rev-erb alpha DNA binding; P20393; activity, % at 10 µM; 370,000 tested, 0.79% active; Rev-erbα–FITC-DNA binding, fluorescence polarization, 90 min;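 active = activity above about 14%, limit read from the data; passing the limit was not always enough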;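 also: 0% = DMSO wells with 35 nM protein and 100% = DMSO wells with 750 nM protein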
MBD2 DNA inh: inhibitors of human MBD2 binding to methylated oligonucleotide. Q9UBB5. TR-FRET. inhibition, % at 4.4 µM. 370,000 tested, 0.31% active. AID 686964; in the data active = inhibition above about 13%
Target sequence (Q9UBB5 whole entry, looked up): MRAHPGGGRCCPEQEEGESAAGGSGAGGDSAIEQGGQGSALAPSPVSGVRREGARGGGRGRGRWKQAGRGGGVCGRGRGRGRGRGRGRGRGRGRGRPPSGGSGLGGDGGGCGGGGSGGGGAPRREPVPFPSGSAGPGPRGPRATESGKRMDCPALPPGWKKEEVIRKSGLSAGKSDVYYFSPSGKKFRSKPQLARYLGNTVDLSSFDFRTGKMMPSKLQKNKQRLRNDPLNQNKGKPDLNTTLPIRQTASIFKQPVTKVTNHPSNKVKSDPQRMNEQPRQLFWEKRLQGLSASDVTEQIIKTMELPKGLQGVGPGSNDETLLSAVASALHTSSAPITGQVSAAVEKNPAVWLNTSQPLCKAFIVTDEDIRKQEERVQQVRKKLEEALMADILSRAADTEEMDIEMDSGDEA
ADAM17 inh: inhibits human ADAM17. inhibition, % at 6.95 µM. 370,000 tested, 0.83% active. AID 720648. P78536. recombinant ADAM17, EDANS/DABCYL FRET peptide cleavage;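 active = inhibition above the mean of compounds lying between control limits plus 3 SD, set per campaign, cut at about 8.5% in these data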;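 also: 0% = DMSO-only wells as the low control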
DAX1 inh-2: DAX1 (NR0B1) inhibition, primary screen. HEK293T StAR-luciferase reporter, SF-1/DAX-1 repression relief. inhibition, % at 6.8 µM. 370,000 tested, 1.1% active. AID 652010;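 active = inhibition above the mean over all tested compounds plus 3 SD, cut at about 3.6% in these data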;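 also: 0% = DAX-1 cells with DMSO and 100% = cells lacking DAX-1 with DMSO; higher inhibition means more luminescence from relief of DAX-1 repression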
ssDAF12 agonist: S. stercoralis DAF-12 activation, primary screen; HEK293 ssDAF-12/GRIP1 lit1-tk-luc reporter, luminescence; % of 3 µM dafachronic acid response; activation, % at 6.8 µM; 370,000 tested, 1% active; AID 652126;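 active = activation above the mean over all tested compounds plus 3 SD, cut at about 0.9% in these data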;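 also: 0% = DMSO-only wells and 100% = 3 µM delta7-dafachronic acid wells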
PLCb3 inh: blocks human PLC-beta3 enzyme activity | Purified PLC-beta3, fluorogenic substrate, fluorescence | inhibition, % at 12.2 µM | 370,000 tested, 0.18% active; in the data active = inhibition above about 11%;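 also: 0% = median of compound wells on plate and 100% = full blocker control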
The depositor's hits bear a star; / = not tested or not shown.

Order of values – PLC-gamma1 inh, hgDAF12 agonist, DAX1 inh-1, SMARCA2 activ, hcDAF-12 act, Rev-erbA mod, MBD2 DNA inh, ADAM17 inh, DAX1 inh-2, ssDAF12 agonist, PLCb3 inh
O=C(N/N=C/c1cccc(NC(=O)c2ccc(Cl)cc2)c1)c1ccc(O)cc1
 : -1, 7.5, -2.6, 2, 0.2, -3, 0, 2, 1.0, -0.9, -8
CC(C)c1ccc2[nH]c(O)c(N=NC(=O)c3cccc(S(=O)(=O)N4CCCCC4)c3)c2c1
 : 3, -2.2, -1.2, -2, 1.2, -10, -6, 3, -0.6, -1.6, 4
O=C(Nc1ccccc1Cl)O/N=C(/c1ccccc1)c1ccccn1
 : 2, 1.8, -0.4, 0, -1.6, 3, 4, -6, 0.1, -0.6, -2
Cc1cc(/C=C(\C#N)C(=O)Nc2ccccc2)c(C)n1-c1ccc2c(c1)OCO2
 : -14, -1.3, 0.4, -3, -2.2, 0, -2, -2, -1.0, -1.2, -25
CN1CCN(C2=NC(=O)/C(=C/c3ccccc3OS(=O)(=O)c3ccccc3)S2)CC1
 : 3, -2.1, 0.7, 1, -1.6, -1, 0, -2, -0.3, -1.0, -4
CCCn1ncc(OC)c(Cl)c1=O
 : -1, 0.4, 0.2, -2, 0.4, 1, -1, -3, 0.1, -1.2, 1
CC(N)c1ccc(Cl)cc1Cl (stereo not given)
 : -2, 0.1, 0.8, -1, -0.2, 1, 5, -3, -0.6, -0.9, 0
O=C(OCc1nnc(-c2ccccc2)o1)c1ccc(-n2cnnn2)cc1
 : 1, 2.4, 1.4, -2, 0.0, -2, 0, 1, 2.2, -1.5, -5
CN(C)C(=O)c1nc2ccc(Cl)cn2c1CN1CCCC(OCc2ccccc2)C1 (stereo not given)
 : -18, 0.2, 0.1, -3, -1.8, -2, -3, -11, -0.3, -1.0, -17
CCN(C(=O)CSc1nnc(Nc2cccc(C)c2C)s1)C1CCS(=O)(=O)C1 (stereo not given)
 : 4, 0.5, 0.9, -3, 1.6, 3, 2, -1, 0.3, -0.7, 3
Nc1c2c(nc3ccc(Br)cc13)N(Cc1ccccc1)CC2
 : -18, 1.9, 1.2, -4, -0.1, 3, 4, -4, -0.9, -1.3, -19
Cc1cccc(C(=O)Nc2cccc(NC(=O)c3ccccc3)c2)c1
 : 5, -1.7, -2.4, -1, -1.3, 8, -2, 10*, -1.0, 0.6, 2
COc1cccc(CNc2nnnn2C)c1OC
 : 1, -1.8, 1.5, -2, -1.6, -4, -3, -3, -0.1, -1.2, -7
Cc1ccc(NC(=O)/C(C#N)=C/c2cc(C)n(-c3ccc(N4CCOCC4)c([N+](=O)[O-])c3)c2C)c(C)c1
 : 0, -3.7, -0.6, 1, -1.3, 1, -4, -4, -0.1, -0.8, -2
CCOC(=O)N1C=CC(C)=C[C@@H]2[C@@H](N3C(=O)c4ccccc4C3=O)C(=O)N21
 : -2, -1.1, -0.1, 0, -1.8, -3, -5, -2, -0.1, -1.5, -3
Cc1cccc(-n2ccnc2SCC(=O)Nc2cccc(S(=O)(=O)NC3=NCCC3)c2)c1C
 : -1, -3.6, -1.5, -2, -1.9, -1, 3, -1, -2.0, -1.2, -10
Cc1cccc(NCc2nc(SCC(=O)Nc3ccccc3)n[nH]2)c1
 : -2, -1.6, -0.6, -3, 0.3, -3, 0, -5, -0.1, -0.8, -7
COc1ccc(N2C(=O)CC(C3CCCO3)C2=O)cc1 (stereo not given)
 : 1, 0.0, 0.9, 4, 0.0, 0, -1, -2, -0.3, -1.8, -3
O=C1NC(=S)N/C1=C\c1cccnc1
 : 0, 5.8, 2.6, -3, -0.8, -2, -5, 1, -0.3, -0.7, -4
Cc1cccc(NC(=O)C2CCN(c3nc(C)cc(C)n3)CC2)c1
 : -7, -0.8, -1.8, -4, -1.4, -6, -4, -7, -0.9, -1.3, -13
O=C(NNc1c(Cl)cccc1Cl)c1ccno1
 : 0, -0.9, 0.5, -7, -1.6, 0, 4, -5, 0.1, -0.9, -6
Cc1nnc(SCC(=O)NC2CCCCC2)n1N
 : 0, 1.8, -0.3, -3, -1.6, -1, 2, -5, -0.2, -1.1, -4
Cc1c(Cl)cccc1NC(=O)CN1CCN(CCN=CC2=C(O)CC(c3ccccc3)CC2=O)CC1 (stereo not given)
 : 2, 1.1, 0.7, -3, -0.7, 0, 4, -2, -0.4, -0.6, 1
COc1ccc(S(=O)(=O)N2CCCCC2)cc1C(=O)N1CCCC1
 : 12*, 0.0, -1.5, -3, 0.1, -5, 3, -2, -0.1, -0.8, 0
O=C(CSc1nc2c(c(=O)n1-c1ccccc1)SCC2)N1CCOCC1
 : -2, -1.6, 0.4, 5, 1.1, 1, -1, 0, -0.7, -0.7, 1
Nc1cc[n+](CC(=O)c2ccc3c(c2)OCCO3)cc1
 : -3, -7.5, -2.2, -6, -6.2, -1, 5, -4, -2.2, -2.7, -3
O=C(COC(=O)c1ccc(O)cc1O)NC(=O)c1ccccc1
 : -2, 0.8, -0.1, -1, -0.9, 4, -3, 0, 0.5, -0.8, -3
COc1ccc(NC(=O)c2cc3c(=O)n4ccccc4nc3n2C)c(OC)c1
 : -9, -0.6, -0.1, -5, -1.2, 8, -1, -6, 0.5, -1.1, -12
N#CCCN(Cc1cccnc1)S(=O)(=O)c1ccc2ccccc2c1
 : 2, -1.4, -1.0, -3, -0.3, -5, -2, -1, 1.0, -0.7, -4
NC(=O)c1ccccc1NC(=O)Nc1ccc(F)c(Cl)c1
 : -24, 3.4, -0.1, -1, -2.2, -3, 1, -14, -0.7, -0.6, -26

An excerpt from above in order of the MBD2 DNA inh value, rising.
Structure	PLC-gamma1 inh	DAX1 inh-1	SMARCA2 activ	hcDAF-12 act	Rev-erbA mod	MBD2 DNA inh	ADAM17 inh	DAX1 inh-2	ssDAF12 agonist	PLCb3 inh
Cc1cccc(NC(=O)C2CCN(c3nc(C)cc(C)n3)CC2)c1	-7	-1.8	-4	-1.4	-6	-4	-7	-0.9	-1.3	-13
O=C(CSc1nc2c(c(=O)n1-c1ccccc1)SCC2)N1CCOCC1	-2	0.4	5	1.1	1	-1	0	-0.7	-0.7	1
NC(=O)c1ccccc1NC(=O)Nc1ccc(F)c(Cl)c1	-24	-0.1	-1	-2.2	-3	1	-14	-0.7	-0.6	-26

(further entries)
Order of values – PLC-gamma1 inh, hgDAF12 agonist, DAX1 inh-1, SMARCA2 activ, hcDAF-12 act, Rev-erbA mod, MBD2 DNA inh, ADAM17 inh, DAX1 inh-2, ssDAF12 agonist, PLCb3 inh
Cc1ccccc1C(=O)N[C@@H](Cc1cccnc1)C(=O)N1CCC[C@H]1C(=O)NCCc1ccccc1Cl
 : -1, 0.1, /, 2, -2.4, 6, 4, -8, -1.0, -0.2, -1
Cc1ccc(CSc2nnc(C)c(=O)n2N)cc1
 : 5, 2.5, 0.4, -2, 0.6, 6, 2, 3, 0.1, -1.6, 10
CC(=O)c1ccc(N2CCN(C(=O)c3cc(-c4ccc5c(c4)OCO5)nc4ccccc34)CC2)cc1
 : -196, -1.7, -1.4, -4, 0.6, -2, -3, -12, -2.0, -0.7, -234
O=C(c1ccc(C(F)(F)F)cc1)N(CCCn1ccnc1)C(c1ccccn1)c1nc2ccccc2[nH]1 (stereo not given)
 : -22, 5.2, /, 0, 7.5*, 3, 0, -1, 1.6, 0.5, -34
CCCCOC(=O)Cc1c(O)c2ccccc2[nH]c1=O
 : -4, 0.4, -0.1, 0, -1.7, 6, -1, -7, 0.4, -0.4, -8
CC1(C(=O)NCc2ccccc2Br)CCN1Cc1csc2ccccc12 (stereo not given)
 : 0, -0.6, /, -1, -1.1, -5, 2, -3, 0.5, -0.8, -4
CN(Cc1c(F)cccc1Cl)C(=O)c1ccc2ccccc2n1
 : 0, -0.6, 0.8, -1, -1.4, 4, 1, -1, 0.0, -0.5, -3
O=C(NCCN1CCOCC1)C1CCC(CNS(=O)(=O)c2ccccc2)CC1 (stereo not given)
 : 8, 0.5, -0.5, 6, -1.4, -5, -5, 2, -0.1, -1.1, 5
CC(Sc1ccccc1)C(=O)NCC1COc2ccccc2O1 (stereo not given)
 : 1, 0.6, -0.4, 0, -1.5, -2, -5, 2, 0.1, -0.8, -6
CC(=O)Nc1cccc(-c2cn3ccc(C)cc3n2)c1
 : -16, 14*, -0.4, 5, 3.3, -2, 0, -60, 3.9*, -0.3, -18
O=C(Nc1nnc(-c2ccc(Br)cc2)o1)c1cccc(N2C(=O)CCC2=O)c1
 : 3, 0.3, 0.0, 3, 0.8, 18*, -4, -7, 0.8, -0.1, -6
CN(C)C(CNC(=S)Nc1ccc(Cl)cc1)c1cccnc1 (stereo not given)
 : -3, -1.2, -0.7, 1, -0.8, 2, 3, -5, 0.0, -1.5, -1
CC1(C)Cc2c(cnn2-c2ccc(F)cc2)C(NC(=O)C2=CC(=O)CC(C)(C)O2)C1 (stereo not given)
 : -21, -2.1, -0.7, -1, -0.3, 7, 0, 0, 0.7, -2.0, 3
O=C(NC1CCCC1)C(NS(=O)(=O)c1ccc(Br)s1)c1ccccc1 (stereo not given)
 : 1, 1.0, -0.7, 0, 0.9, 9, -4, -3, -0.1, -0.9, 3
COC(=O)C1=C(C)Nc2c(c(=O)n(C)c(=O)n2C)C1c1cccs1 (stereo not given)
 : -2, -1.7, 0.1, -1, -2.0, 1, -4, 3, 0.5, -1.5, 2
CN(C)N=Nc1nc2c(c(=O)n(C)c(=O)n2C)n1CC1CO1 (stereo not given)
 : 4, -1.7, /, 0, -0.4, 1, 1, 0, -0.5, -1.9, -1
CCOC(=O)c1[nH]c2ccc(OC)cc2c1NC(=S)N1CCN(C(=O)OCC)CC1
 : -22, -1.4, 1.3, 3, -1.0, 0, -1, -10, -0.1, -1.2, -41
Cc1ccc(C)c(S(=O)(=O)N2CCCCC2CCNC(=O)C(=O)NCCc2ccco2)c1 (stereo not given)
 : 0, -0.9, -0.5, -2, -1.3, 3, 3, -4, -1.2, -1.1, 1
O=C(CSc1ccc2nnc(-c3cccnc3)n2n1)Nc1ccccc1C(F)(F)F
 : -26, -1.2, -0.5, 5, -0.8, -6, -5, -24, 0.3, -0.8, -58
C=CCn1c(C)cc(C(=O)COC(=O)CNC(=O)c2ccccc2)c1C
 : 0, -3.9, -1.5, -5, -0.6, -1, -2, -3, -0.1, -1.0, 1
CCCNC(=O)C1CCN(S(=O)(=O)c2ccc3c(c2)OCCO3)CC1
 : -2, -0.3, 0.7, 2, -0.2, 3, -1, 0, -1.1, -0.9, -3
